# Bioassay records from PubChem BioAssay.
# POLI inh: DNA polymerase iota (human) inhibition. Q9UNA4. Pol iota fluorescent replication assay, 10 min. Potency, µM (titrated, usually from 115 µM), for inactives: at the top dose activity, negative = inhibition, most hits filed as inhibitors. 1% of 390,000 active; further: potency means the concentration at half of the fitted maximal effect
# Target sequence (Q9UNA4 whole entry, looked up): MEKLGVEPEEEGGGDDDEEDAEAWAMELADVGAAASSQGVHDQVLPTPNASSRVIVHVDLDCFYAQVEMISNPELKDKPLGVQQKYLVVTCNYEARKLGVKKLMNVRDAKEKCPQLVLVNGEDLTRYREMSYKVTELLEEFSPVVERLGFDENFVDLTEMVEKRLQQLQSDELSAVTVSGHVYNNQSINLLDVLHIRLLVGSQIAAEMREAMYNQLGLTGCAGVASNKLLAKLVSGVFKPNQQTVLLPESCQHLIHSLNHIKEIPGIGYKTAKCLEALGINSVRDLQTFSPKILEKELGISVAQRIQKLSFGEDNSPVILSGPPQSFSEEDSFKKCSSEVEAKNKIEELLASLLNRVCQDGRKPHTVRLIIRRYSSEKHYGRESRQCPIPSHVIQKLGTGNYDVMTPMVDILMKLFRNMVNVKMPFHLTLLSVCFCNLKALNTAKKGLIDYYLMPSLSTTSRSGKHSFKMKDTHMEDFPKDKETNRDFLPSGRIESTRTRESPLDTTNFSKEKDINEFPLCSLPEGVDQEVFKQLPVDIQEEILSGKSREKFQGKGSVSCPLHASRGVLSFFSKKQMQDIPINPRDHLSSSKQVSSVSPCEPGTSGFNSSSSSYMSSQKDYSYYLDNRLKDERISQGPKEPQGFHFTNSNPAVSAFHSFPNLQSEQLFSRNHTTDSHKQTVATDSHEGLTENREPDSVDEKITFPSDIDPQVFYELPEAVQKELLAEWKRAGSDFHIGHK
#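 Pol iota at 10 nM preincubated 15 min with compounds at room temperature; reaction started with fluorescent substrate, 50 nM final. Fluorescence read kinetically at 0 and 10 min; buffer-only wells as negative control.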
# BLM helicase inh: inhibitors of human Bloom syndrome helicase BLM; Potency, µM (titrated, usually from 56.1 µM), for the others: at the top dose activity change, negative = inhibition, hits mostly inhibitors; 0.2% of 350,000 active; recombinant BLM DNA unwinding, fluorescence dequenching;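 further: potency means the concentration at half of the fitted maximal effect; plate controls were vehicle for no effect and no enzyme for full effect; nearly all actives have a fitted effect of over 35% in size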
# LDHA block: blocks human lactate dehydrogenase A. P00338. activity change, % (values are at about 110 or 230 µM). purified LDHA, NADH/diaphorase-resazurin fluorescence; stronger effect = lower value. 0.15% of 480,000 active; in the data active means activity change below about -30%; inconclusive means mostly about -25% to -30%;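 further: plate controls were DMSO wells for no effect and wells without enzyme for full effect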
#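 Resorufin fluorescence (ex540/em590), read at 0 and 20 min after diaphorase/resazurin addition, reports the NADH left after a 5 min room-temperature reaction of 2 nM human LDH5 with 0.06 mM NADH and 0.2 mM pyruvate.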
# Anesthetic bind: binds horse apoferritin like a general anesthetic; P02791; apoferritin/1-aminoanthracene competitive binding, fluorescence; Potency, µM (highest dose often 77.5 µM), for the others: at the highest dose activity change, negative = displacement, hits mostly inhibitors; 0.074% of 350,000 active; AID 485281; further: potency means the concentration at half of the fitted maximal effect; on the % scale 0 is the no-effect control and ±100 the full control effect; nearly all actives have a fitted effect of over 20% in size
#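 Probe: 1-aminoanthracene (50% saturated, PBS). Protein: horse-spleen apoferritin, 10 uM. Incubation: 10 min, room temperature. Detection: 380 nm excitation, 535 nm emission. Analysis: normalized response, four-parameter Hill.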
# Pol kappa inh: blocks human DNA polymerase kappa activity. Q9UBT6. purified Pol kappa, fluorescent DNA synthesis assay, 10 min. Potency, µM (titrated, usually from 107 µM), without a hit: at the top dose activity, negative = inhibition, usual class: inhibitors. 0.53% of 400,000 active. AID 588579; further: potency means the concentration at half of the fitted maximal effect; on the % scale 0 is the no-effect control and ±100 the full control effect
#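 Here, compound and 10 nM enzyme are combined for 15 min at room temperature; adding 50 nM substrate (final) starts DNA synthesis, tracked by fluorescence at 0 and 10 min against buffer-only wells.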
# POLH inh: blocks human DNA polymerase eta activity. Potency, µM (series often up to 114 µM), without a hit: at the highest dose activity change, negative = inhibition, actives largely listed as inhibitors. AID 588591. 1.2% of 390,000 active. recombinant Pol eta, fluorescent DNA replication assay; further: potency means the concentration at half of the fitted maximal effect; on the % scale 0 is the no-effect control and ±100 the full control effect
#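 Pol eta (10 nM) was preincubated with compounds for 15 min at room temperature, after which fluorescent replication substrate (50 nM final) was added to start the reaction. Fluorescence was read kinetically at 0 and 10 min.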
# APEX1 inh: APE1 (human) endonuclease inhibition; 0.35% of 350,000 active; recombinant APE1, TAMRA/BHQ-2 abasic DNA cleavage fluorescence; Potency, µM (top dose mostly 65.8 µM), without a hit: at the highest dose activity change, negative = inhibition, most hits filed as inhibitors; AID 2517; P27695;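 further: potency means the concentration at half of the fitted maximal effect; plate controls were vehicle for no effect and reference inhibitor for full effect; nearly all actives have a fitted effect of over 55% in size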
# Target sequence (P27695 whole entry, looked up): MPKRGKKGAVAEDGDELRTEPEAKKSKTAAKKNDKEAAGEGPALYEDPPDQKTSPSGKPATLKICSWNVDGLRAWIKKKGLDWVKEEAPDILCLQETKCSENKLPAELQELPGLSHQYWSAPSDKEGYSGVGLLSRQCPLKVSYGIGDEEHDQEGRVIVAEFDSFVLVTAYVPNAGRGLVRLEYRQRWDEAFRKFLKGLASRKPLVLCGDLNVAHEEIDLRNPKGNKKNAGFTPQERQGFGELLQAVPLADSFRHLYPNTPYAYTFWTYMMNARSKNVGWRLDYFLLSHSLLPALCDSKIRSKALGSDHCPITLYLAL
#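 Substrate: short duplex with […] THF abasic site, 5'-TAMRA and 3'-BHQ-2, 50 nM final. APE1 at 0.75 nM, preincubated 15 min RT with compound. Fluorescence increase from first to third read measured activity.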
# GRP78 ERSR act: inducers of ER stress response in human glioma cells; U87-MG GRP78 promoter luciferase reporter, 16 h; Potency, µM, inactives show at the top dose activation, hits mostly activators; 0.02% of 420,000 active; AID 602332; further: potency means the concentration at half of the fitted maximal effect; series mostly up to about 76 µM; % of control where 0% means no effect; nearly all actives have a fitted effect of over 35% in size
#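 Stably transfected U87-MG glioma cells carrying a GRP78-based luciferase sensor; 16 h compound incubation. Luminescence end-point read 10 min after Bright-Glo addition at room temperature.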
# Pol beta inh: DNA polymerase beta (human) inhibition; P06746; 1.3% of 340,000 active; AID 485314; Pol beta primer extension/strand displacement, fluorescence kinetic; Potency, µM (titrated, usually from 114 µM), without a hit: at the highest dose activity change, negative = inhibition, most hits filed as inhibitors; further: potency means the concentration at half of the fitted maximal effect; on the % scale 0 is the no-effect control and ±100 the full control effect
#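 Pol beta (10 nM) was preincubated with compound for 15 min at room temperature. The reaction was then started with 50 nM substrate and read immediately and after a further 10 min at room temperature.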
# The depositor's hits bear a star; ? = inconclusive; · = not tested or not shown; & = joins results of further samples; [ ] = another dose, or the depositor's remark. Unless noted, the call rests on the fitted dose curve; in most records, active means well fitted curve in the direction sought with a large enough effect; inconclusive means small, poorly fitted or top-dose-only effect, or another doubt; inactive means no such curve, though single readings can be large; an effect the other way counts as inactive or inconclusive.
SMILES,POLI inh,BLM helicase inh,LDHA block,Anesthetic bind,Pol kappa inh,POLH inh,APEX1 inh,GRP78 ERSR act,Pol beta inh
CC(C)(C)OC(=O)N1Cc2ccccc2C[C@H]1C(=O)NCC(=O)NC1CCCC1,-5%,-1%,-5,0%,-2%,-4%,33%,-5%,0%
O=C(NC1CC2CCCC(C1)N2C(=O)Nc1cccc(F)c1)C1CC1 (centres undefined),?,2%,-4,-2%,-19%,-3%,-6%,-1%,44%
Cc1cc(C)c2c(=O)cc(C(F)(F)F)oc2n1,-11%,-4%,-3,-3%,-15%,-12%,8%,-3%,42%
CCC1(C)Cc2c(C#N)c(N)n(N)c(=S)c2CO1 (centres undefined),9%,1%,-7,4%,-2%,2%,1%,-4%,-8%
COCCNC(=O)CCC1CCN(Cc2ccc(-c3ccccc3)cc2)CC1,5%,4%,-3,-13%,-5%,-6%,4%,-3%,?
CCOC(=O)CNC(=O)/C(=C\c1ccc(F)cc1)NC(=O)c1ccccc1,150%[activator],-3%,0,-8%,-11%,10%,1%,-2%,12%
N#CC(OC(=O)c1ccccc1)c1ccccc1 (centres undefined),1%,·,-8,·,-22%,-12%,·,-2%,·
CN(C)c1cccc(C(=O)N2CCC(c3c[nH]c4ccccc34)(c3c[nH]c4ccccc34)CC2)c1,13%,-8%,-6,6%,-5%,-25%,·,1%,16%
O=[N+]([O-])c1cc(S(=O)(=O)N2CCCCC2)ccc1NCCN1CCOCC1,120%[activator],-8%,-10,-22%,1%,6%,-5%,-5%,-22%
CS(=O)(=O)c1ccc(Cl)c(NC(=O)CN2C(=O)C3CCCCC3C2=O)c1 (centres undefined),7%,·,-1,·,2%,-19%,45%,-5%,·
CCOC(=O)c1cc(NC(=O)N2CCCc3ccccc32)c(C)nc1C,3%,-3%,2,-4%,-16%,-3%,?,-2%,3%
COc1ccc(-n2c(=O)c3ccccc3n(Cc3ccc(F)cc3Cl)c2=O)cc1OC,2%,-7%,-2,-2%,-2%,-17%,·,-3%,5%
Cn1c(CCN2CCN(c3ccccn3)CC2)nc2cc(NS(=O)(=O)c3ccccc3)ccc21,22%,1%,-7,-12%,-12%,-13%,-8%,-6%,-10%
Cc1ccc(NC(=S)NCc2cccnc2)cc1,-12%,-2%,-1,-8%,7%,-10%,-2%,0%,20%
CN(CCCCOc1ccc(F)cc1)Cc1ccccc1,30%[activator],-6%,-16,-15%,1%,-14%,5%,2%,-1%
Cc1cccc(C(=O)Nc2cccc(C(=O)N/N=C/c3ccncc3)c2)c1,37%[activator],3%,-4,3%,-19%,-10%,6%,-2%,-18%
CCOC(=O)c1c([N+](=O)[O-])c(C)[nH]c(=O)c1C#N,7%,-3%,-9,1%,-5%,-2%,-5%,-3%,?
CCCNC(=O)COCc1cc(-c2ccc3c(c2)OCO3)on1,-19%,0%,?,-11%,-2%,-12%,-13%,1%,-11%
O=C(N[C@@H](Cc1ccccc1)C(=O)OCc1ccccc1)c1nc[nH]c1C(=O)NCc1ccccc1,24%,-18%,-1,-6%,-16%,-15%,21%,0%,?
CC(C)Oc1c(Cl)cc(CNC(C)(C)CO)cc1Cl,10%,-1%,-8,-6%,-4%[60.1 µM],5%,-2%,-1%,6%
COc1ccc(Cl)cc1S(=O)(=O)N(C)CC(=O)NCc1ccccn1,26%,1%,-5,1%,4%,-1%,34%,-4%,-8%
CCOC(=O)c1nn(-c2ccc(F)cc2)c(=O)c(C#N)c1C,176%[activator],-5%,6,8%,-16%,-3%,8%,-4%,28%
COc1cccc2[nH]c3c(=O)[nH]cnc3c12,186%[activator],-3%,-2,-4%,3%,-21%,30%,-3%,4%
Cc1ccc(CNC(=O)C2CCN(S(=O)(=O)N3CC(C)CC(C)C3)CC2)cc1 (centres undefined),12%,-4%,-6,4%,-19%,-4%,4%,10%,-15%
O=C(NC1CCCCCC1)C1CCN(C(=O)Cc2ccccc2)CC1,17%,0%,-2,-14%,-10%,-8%,-2%,-3%,2%

# Structural class, the compounds so far containing a cyano group (4)
SMILES,POLI inh,BLM helicase inh,LDHA block,Anesthetic bind,Pol kappa inh,POLH inh,APEX1 inh,GRP78 ERSR act,Pol beta inh
CCC1(C)Cc2c(C#N)c(N)n(N)c(=S)c2CO1 (centres undefined),9%,1%,-7,4%,-2%,2%,1%,-4%,-8%
N#CC(OC(=O)c1ccccc1)c1ccccc1 (centres undefined),1%,·,-8,·,-22%,-12%,·,-2%,·
CCOC(=O)c1c([N+](=O)[O-])c(C)[nH]c(=O)c1C#N,7%,-3%,-9,1%,-5%,-2%,-5%,-3%,?
CCOC(=O)c1nn(-c2ccc(F)cc2)c(=O)c(C#N)c1C,176%[activator],-5%,6,8%,-16%,-3%,8%,-4%,28%

# Going on with the list.
SMILES,POLI inh,BLM helicase inh,LDHA block,Anesthetic bind,Pol kappa inh,POLH inh,APEX1 inh,GRP78 ERSR act,Pol beta inh
c1ccc(C2=Nc3ccccc3OC2)cc1,7%,-3%,11,?,-6%,7%,0%,1%,11%
Cc1ccc(S(=O)(=O)Nc2cc(=O)[nH]c(SCc3ccc(Cl)cc3)n2)cc1,1%,5%,-1,-21%,-14%,-19%,16%,-7%,24%
Cc1ccccc1NC(=O)c1cc2c(C)nc3ccccc3c2o1,71%[activator],0%,-5,-7%,-4%,0%,5%,-3%,12%
Cc1nn(C)c(C)c1S(=O)(=O)N1CCCC(C(=O)NCC2COc3ccccc3O2)C1 (centres undefined),0%,-5%,-8,-9%,-13%,-8%,-5%,0%,4%
Cc1ccc(NS(=O)(=O)c2ccc(OCC(=O)NCc3cccnc3)cc2)cc1,13%,1%,-1,-15%,-8%,-6%,2%,-5%,-5%
COc1ccc(-c2csc(N(CC3CCCO3)C(=O)c3cccs3)n2)cc1 (centres undefined),-18%,-8%,-1,0%,-15%,-9%,-3%,0%,-8%
COc1cccc(CC2(CO)CCN(S(=O)(=O)N(C)C)CC2)c1,127%[activator],2%,4,-5%,-2%,-14%,2%,-6%,12%
Cc1ccc(S(=O)(=O)Nc2ccc3nc(C)sc3c2)cc1,20%,-2%,0,-22%,2%,-18%,-2%,0%,8%
Cn1ccc(NC(=O)Nc2cccc([N+](=O)[O-])c2)n1,66%[activator],0%,-4,-10%,-8%,-18%,3%,0%,-11%
CC(C)Oc1ccc(CC(=O)NNC(=S)Nc2ccc(Br)cc2)cc1,107%[activator],-2%,-9,-9%,-11%,-7%,?,-2%,28%
COc1ccc(NC(=O)c2cc(C)n(Cc3cccs3)c2C)cc1,-8%,-6%,-3,4%,-8%,-9%,7%,-2%,13%
CC1(c2ccccc2Cl)NC(=O)N(CC(=O)Nc2cccnc2Cl)C1=O (centres undefined),23%,·,-2,·,-3%,-18%,15%,1%,·
Cc1ccc(CNC(=O)c2ccc3nc4[nH]c5ccccc5c4nc3c2)cc1,·,-6%,·,8%,·,·,0%,·,-30%
COc1cc(OC)c(NC(=O)c2csc(C)c2)cc1Cl,28%,-4%,-2,-4%,-4%,-17%,-6%,8%,53%
CCOc1ccc(-n2ccnc(SCC(=O)Nc3ccc(OC)cc3OC)c2=O)cc1,?,·,1,·,-12%,-15%,23%,-4%,·
COC(=O)Cc1c(CSc2ccccc2)oc2ccc(O)c(CN(C)C)c12,16%,0%,-1,-13%,-4%,-7%,-12%,-1%,-1%
O=C(NCc1nc2ccccc2[nH]1)C1=C[C@H](c2ccc3c(c2)OCO3)C[C@H](OCc2ccc(CO)cc2)O1,0%,-5%,-13,-3%,-11%,-8%,-8%,1%,9%
COc1ccc(CCNc2ccc(S(=O)(=O)N3CCCC3)cc2[N+](=O)[O-])cc1,168%[activator],-3%,-12,-23%,-9%,-11%,?,-4%,15%
CC(C)COC(=O)NCCOC(=O)Nc1cccc(Cl)c1,?,-4%,-3,1%,-8%,-2%,12%,1%,8%
C=CCNC(=S)N/N=C/c1ccc(-c2ccc(OC)cc2)o1,80%[activator],-9%,-7,163%[activator],-19%,0%,8%,-2%,-4%
O=C(Cc1cccs1)N/N=C\c1ccc(O)cc1,-6%,-2%,-3,-7%,-4%,-9%,-3%,3%,-1%
O=C(OCC(=O)N1c2ccccc2Sc2ccccc21)C1CC(=O)N(Cc2ccco2)C1 (centres undefined),13%,-7%,5,-9%,-9%,-16%,-4%,0%,4%
COc1cccc2c1C(=O)C[C@]1(CCCC[C@@H]1C)O2,-10%,·,-2,·,0%,-6%,7%,1%,·
CCOC(=O)c1c(CSc2ccccc2)oc2ccc(O)cc12,0%,-12%,0,-16%,-17%,?,?,-5%,-14%
Cc1cc(=O)n2[nH]c(NCc3ccccc3F)nc2n1,-18%,-3%,-5&-3,-2%,1%,-4%,0%,-1%,2%
# Following part.
SMILES,POLI inh,BLM helicase inh,LDHA block,Anesthetic bind,Pol kappa inh,POLH inh,APEX1 inh,GRP78 ERSR act,Pol beta inh
CCN(CC)C(=O)C1CC(c2ccc(OC)cc2)=NO1 (centres undefined),?,0%,-3,8%,8%,-5%,-5%,0%,10%
COCCCNC(=O)CC(NS(=O)(=O)c1ccc(C)cc1)c1ccc(OC)cc1 (centres undefined),11%,-2%,1,-5%,-2%,14%,-2%,-4%,1%
O=C(CSc1nnc(-c2cccnc2)o1)Nc1ccccc1Br,30%[activator],-3%,-1,-4%,-5%,-4%,27%,-3%,35%
N#CC1=C(Nc2ccc(Br)cc2)CCC1,-1%,-6%,1,-22%,-16%,-6%,13%,-6%,15%
COc1ccc(-c2nc3nc(C)cc(C)n3n2)cc1,11%,-1%,-2,4%,3%,3%,5%,5%,-3%
COc1ccccc1NC(=O)CCc1nc(-c2ccccc2F)no1,144%[activator],-3%,0,-12%,1%,-16%,-2%,1%,37%
COc1ccc(-c2csc3nc(C)nc(N4CCN(c5ccc(C(C)=O)cc5)CC4)c23)cc1OC,2%,-8%,-10,-4%,-6%,1%,-5%,2%,30%

# These rows are one share of the data; the hit share may differ from the screen's.
